Screens as filed in PubChem.
M. tuberculosis HTS = M. tuberculosis growth inhibition, HTS (AID 449762) | inhibition, % at 25 µM; hits with a dose series show IC50 in µM | 0.59% of 330,000 active | M. tuberculosis H37Rv growth inhibition, 7H9 media; higher % means a stronger effect; in the data active means a potency from the dose series; inconclusive means inhibition above about 70% without an active follow-up result;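 further: bacterial growth assessed after seven days of incubation; strong numbers were not always called active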
PhoP GFP inhibition = PhoP regulon inhibitors, Salmonella typhi PhoP promoter GFP reporter, confirmatory (AID 1850); Salmonella Typhi PhoP-promoter GFP reporter, fluorescence, 4 h; higher % means a stronger effect; inhibition, % at 50 µM; hits with a dose series show IC50 in µM; 0.33% of 310,000 active; in the data active means a potency from the dose series; inconclusive means inhibition mostly from about 25% at the one dose, without a potency; inactive means the rest, 99 in 100 with inhibition below about 19%;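 further: 0% = induced wells with vehicle and 100% = uninduced wells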
H1N1 NS1A inhibition = H1N1 influenza NS1A inhibitors, functional cell based assay (AID 504329) | NS1A functional cell-based assay, percent inhibition; higher % means a stronger effect | 0.3% of 340,000 active | one-dose inhibition, % at 12.5 µM; IC50 in µM for titrated hits; in the data active means a potency from the dose series; inconclusive means inhibition above about 27% without an active follow-up result; further: strong numbers were not always called active
VEEV TC-83 Vero = inhibitors of VEEV TC-83 cytopathic effect, confirmation, Vero cells (AID 588727). 0.13% of 350,000 active. Vero cells, VEEV TC-83 cytopathic effect inhibition; higher % means a stronger effect. inhibition, % at 20 µM, or IC50 in µM where a hit was titrated; in the data active means a potency from the dose series; inconclusive means inhibition mostly from about 14% at the one dose, without a potency; inactive means the rest, 99 in 100 with inhibition below about 12%; further: strong numbers were not always called active
M. tuberculosis = growth inhibition of non-replicating M. tuberculosis (AID 488890); Mycobacterium tuberculosis non-replicating, growth inhibition; higher % means a stronger effect; one-dose inhibition, % at 25 µM; IC50 in µM for titrated hits; 0.39% of 320,000 active; in the data active means a potency from the dose series; inconclusive means inhibition mostly from about 82% at the one dose, without a potency; inactive means the rest, 99 in 100 with inhibition below about 76%;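 further: plate controls were DMSO cells for no effect and high antibiotic wells for full effect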
Active calls of the source: *; i = inactive; ? = inconclusive; / = no result given.

SMILES,M. tuberculosis,H1N1 NS1A inhibition,M. tuberculosis HTS,VEEV TC-83 Vero,PhoP GFP inhibition
COc1ccccc1NC(=O)C1=C(C)Nc2nc(-c3cccs3)nn2C1c1cccc(O)c1 (configuration not stated),21%,1%,?,0.1%,-5%
C=C(C)C(=O)N1CC2(CC(c3cccc(NC(=O)CC(c4ccccc4)c4ccccc4)c3)=NO2)C[C@H]1C(N)=O (some centres not stated),70%,15%,0%,5.6%,20%
CCC(CC)NC(=O)c1ccc2c(c1)OCCO2,3%,3%,4%,1.0%,3%
O=C(Nc1ccc(Br)cc1F)c1ccc2c(c1)N(Cc1ccccc1)C(=O)CS2=O (configuration not stated),3%,5%,0%,3.2%,-4%
CCC(C)c1ccc(C(C)NC(=S)NCc2ccc(F)cc2)cc1 (configuration not stated),67%,3%,3%,i,-12%
CN1CCN(S(=O)(=O)c2cccc(C(=O)N(Cc3ccccc3)c3ccccc3)c2)CC1,21%,1%,-4%,5.3%,-1%
O=C(CN1C(=O)c2cccc3cccc1c23)NCc1cccnc1,-6%,-8%,-5%,1.9%,5%
CCOC(=O)c1c(C)[nH]c(C(=O)COC(=O)[C@H](C)N2C(=O)C3CCCCC3C2=O)c1C (some centres not stated),/,9%,/,12%,/
Cc1c(C)c2ccc(OCC(=O)N3CCN(c4ccccc4)CC3)cc2oc1=O,16%,5%,2%,1.3%,9%
CCOC(=O)N1CCN(C(=O)C(CC(C)C)NS(=O)(=O)c2ccc3c(c2)oc(=O)n3C)CC1 (configuration not stated),-12%,-6%,3%,0.1%,-10%
Cc1cc(C(=O)COC(=O)Cc2n[nH]c(=O)c3ccccc23)c(C)n1CC(F)(F)F,/,-7%,/,7.3%,/
O=C(c1ccc(-c2ccccc2)cc1)N1CCCC1,14%,8%,-7%,3.2%,8%
CC1(C)CC(=O)C(C=Nc2ccncc2)=C(O)C1,-2%,-3%,-4%,0.2%,0%
COc1ccc(NC(=O)COC(=O)c2cc(C)oc2C)cc1OC,9%,-12%,3%,1.8%,/
O=C1CCC(C(=O)OCC(=O)c2ccccc2)N1 (configuration not stated),18%,-5%,9%,0.9%,-11%
O=C(CCC(=O)OC(C(=O)c1ccccc1)c1ccccc1)Nc1ccccc1 (configuration not stated),-10%,-2%,2%,1.1%,8%
O=C(O)CSC1c2ccccc2C(=O)N1c1ccccc1 (configuration not stated),4%,3%,0%,0.5%,-1%
Cc1onc(-c2c(F)cccc2Cl)c1C(=O)Nc1ccc(Cl)c(S(=O)(=O)N(C)C)c1,12%,-3%,5%,4.4%,/
O=C(CSc1nnc(NC(=O)C2CC(=O)N(c3ccc(F)cc3)C2)s1)NCC1CCCO1 (configuration not stated),-3%,-7%,-11%,2.4%,-6%
O=C(CCN1C(=O)/C(=C/c2ccc(F)cc2)SC1=S)NCCc1cnc[nH]1,42%,8%,3%,4.1%,-21%
Cc1cc(Cl)ccc1Oc1ncnc2onc(C)c12,-1%,-3%,2%,1.3%,-1%
CC(C)Cn1c(=O)c(C(=O)NCc2ccccn2)c(O)c2ccccc21,44%,-24%,3%,11%,15%
Cc1ccccc1N1C(=O)C(Oc2ccc(Cl)cc2)C1CNC(C)(C)C (configuration not stated),4%,-7%,9%,i,-7%
COc1ccc(N2CCN(S(=O)(=O)c3cc(Br)cnc3N)CC2)cc1,7%,10%,-7%,i,-12%
Cc1csc(C)[n+]1CC(=O)c1ccccc1,3%,-3%,5%,1.1%,4%
O=C(COC(=O)CCCc1nc2ccccc2s1)Nc1ncc(Cl)cc1Cl,25%,4%,-8%,0.1%,-12%
S=C(NCc1cccnc1)NCc1cccnc1,-27%,-3%,-1%,i,-7%
C[C@H]1CN=C(N(C)C)N1CCC1CCCC1,0%,-3%,1%,0.6%,-5%
C=CCn1c(SCC(=O)N2CCOCC2)nc2ccccc2c1=O,8%,7%,-2%,0.1%,-14%
Cc1cc(C(=O)COc2ccc(F)cc2Br)c(C)n1C,11%,7%,-7%,0.1%,3%
CCn1cc(C(=O)N2CCc3ccccc32)c(=O)c2cc(S(=O)(=O)N3CC(C)CC(C)C3)ccc21 (configuration not stated),26%,-3%,4%,4.7%,-9%
[O-]/C(=C(\C(=S)NCc1ccccc1)[n+]1ccccc1)c1ccc(Cl)cc1,52%,/,2%,1.1%,3%
COc1nc(Nc2ccccc2)nc(OC)n1,-3%,-3%,5%,0.6%,2%
COCCCn1ccc(O)c(Cc2ccc(F)cc2)c1=O,-2%,-6%,-7%,i,0%
COC(=O)c1cc([N+](=O)[O-])ccc1N1CCN(Cc2ccccc2)CC1,47%,6%,2%,0.9%,-1%
CN(C)CCCn1c(=O)n(CCc2ccccc2)c(=O)c2c3c(sc21)CCCCC3,i,11%,?,?,-6%
COc1ccc(-c2[nH]ncc2CN2CCN(c3ccccn3)CC2)c(OC)c1,1%,2%,-13%,3.0%,11%
CCOc1ccc(NC(=O)NCCCSC2CCCCC2)cc1,37%,6%,5%,i,0%
CC(=O)c1ccc(NC(=O)Nc2ccc(Br)cc2C)cc1,1%,1%,-4%,0.9%,3%
CCOC(=O)[C@H]1[C@H]2COc3ccc(C)cc3[C@@H]2N2C(=O)c3cc(F)ccc3NC(=O)[C@@]12C,21%,9%,3%,0.7%,4%
COc1cccc(NC(=O)C(=O)NCCc2ccc(F)cc2)c1,13%,1%,2%,0.2%,6%
O=C(NC(=S)N1CCCc2ccccc21)c1ccc(Br)cc1,59%,4%,3%,0.2%,-6%
COC(=O)c1ccc(N2CCN(c3ccccc3)CC2)c(N)c1,-4%,0%,-3%,1.3%,-2%
Cc1ccccc1CSc1nsc(N)n1,50%,4%,6.7µM*,2.9%,6%
Cc1nc2ccccc2n1CCOc1ccc(F)cc1,8%,4%,-1%,1.2%,3%
O=C(N/N=C\c1cccc(Cl)c1)c1ccc(Cn2cc(Br)c([N+](=O)[O-])n2)o1,35%,-6%,?,2.2%,-1%
CC(=O)c1ccc(OCc2cn(CC(=O)c3ccc(O)cc3)nn2)cc1,/,-6%,/,i,/
COc1ccc(S(=O)(=O)N2CCCCCC2)cc1C(=O)NCCc1ccc(F)cc1,19%,-12%,-12%,7.2%,/
CCCc1cc(=O)oc2cc(Oc3ncccn3)ccc12,-4%,-9%,0%,2.6%,6%
O=C(O)CN1C(=O)C2C3CC(C2C1=O)C1C(c2ccc(F)cc2)c2sc(=O)[nH]c2SC31 (configuration not stated),-24%,-5%,-1%,i,-8%

Remaining list, next part:
SMILES,M. tuberculosis,H1N1 NS1A inhibition,M. tuberculosis HTS,VEEV TC-83 Vero,PhoP GFP inhibition
COc1cc(/C=C/C(=O)OCC(=O)Nc2c(C)n(C)n(-c3ccccc3)c2=O)ccc1OCC#N,-7%,-10%,-4%,0.4%,-9%
COc1ccc(N/C=C(\C#N)S(=O)(=O)c2ccc(OC)cc2)cc1,6%,20%,1%,0.3%,2%
FC(F)(F)Oc1ccc(Nc2nc(N3CCOCC3)nc(N3CCOCC3)n2)cc1,-15%,-3%,3%,2.7%,9%
Cc1ccc(SCC(=O)N2CCc3ccccc32)cc1,16%,-1%,6%,2.2%,-29%
CCOc1ccc(CNCCCSc2ncccn2)cc1OC,1%,-1%,-2%,i,-3%
CCn1c(=O)c2c(nc(SCc3ccccn3)n2C)n(C)c1=O,/,4%,/,0.6%,-9%
O=S(=O)(Nc1ccon1)c1cc(Cl)ccc1Cl,11%,-13%,3%,3.8%,-2%
CCOC(=O)Cc1csc(NC(=O)Cc2ccccc2[N+](=O)[O-])n1,-6%,-11%,-4%,2.5%,15%
CC(NC(=O)Cc1ccsc1)c1ccc(Cl)cc1Cl (configuration not stated),1%,1%,6%,1.9%,3%
COc1cc(/C=C(/NC(=O)c2ccccc2)C(=O)N2CCOCC2)c([N+](=O)[O-])cc1OC,-13%,-4%,1%,3.7%,-2%

Single records, as listed above:
Listed for COc1cc(/C=C/C(=O)OCC(=O)Nc2c(C)n(C)n(-c3ccccc3)c2=O)ccc1OCC#N → M. tuberculosis: -7%; H1N1 NS1A inhibition: -10%; M. tuberculosis HTS: -4%; VEEV TC-83 Vero: 0.4%; PhoP GFP inhibition: -9%
Listed for Cc1ccc(SCC(=O)N2CCc3ccccc32)cc1 → M. tuberculosis: 16%; H1N1 NS1A inhibition: -1%; M. tuberculosis HTS: 6%; VEEV TC-83 Vero: 2.2%; PhoP GFP inhibition: -29%

(listing goes on)
SMILES,M. tuberculosis,H1N1 NS1A inhibition,M. tuberculosis HTS,VEEV TC-83 Vero,PhoP GFP inhibition
CCOc1ccccc1CNC(=O)c1ccc(Sc2ccc(Cl)cc2)c(NC(C)=O)c1,19%,6%,-3%,0.7%,-6%
CCc1c(C)sc(NC(=O)c2cc(-c3cc(OC)ccc3OC)on2)c1C#N,6%,-3%,9%,9.5%,-13%
C(=N\n1cnnc1)/c1ccccn1,-6%,-2%,-1%,i,4%
Cc1ccc(OC(=O)c2ccc(N3CCOCC3)c([N+](=O)[O-])c2)cc1,?,14%,?,i,6%
CC(C)c1ccc(NC(=O)COC(=O)c2c[nH]c(=O)[nH]c2=O)cc1,15%,20%,-4%,0.3%,-2%
O=C(c1ccco1)N1CCN(C(=O)c2cnn(-c3ccc(Cl)cc3)c2C2CCNCC2)CC1,-2%,-5%,-3%,0.3%,-7%
CN(Cc1ccccn1)C(=O)C1CCC(=O)N(Cc2cccc(F)c2)C1 (configuration not stated),-8%,-1%,4%,0.5%,0%
O=C1CN(C(=O)/C=C/c2cccc(Cl)c2)c2ccccc2N1,1%,3%,29%,8.9%,8%
C[C@H](CO)N1C[C@H](C)[C@@H](CN(C)CC2CC2)Oc2c(NS(=O)(=O)c3ccccc3)cccc2C1=O,3%,-10%,4%,0.6%,/
CC1(C)Cc2c(sc3c2c(=O)n(Cc2ccccc2)c2nncn32)CO1,/,-4%,/,6.3%,/
O=C(Nc1nc2ccccc2s1)C1c2ccccc2Oc2ccccc21,37%,-4%,/,0.2%,9%
CC1=NN2C(=N)/C(=C\c3cc(C)n(-c4ccccc4)c3C)C(=O)N=C2S1,-9%,-16%,-1%,1.8%,1%
CCOC(=O)c1cnc2nc(NCc3ccc(OCc4ccccc4)cc3)[nH]n2c1=O,11%,-4%,-6%,i,1%
COc1ccc(C(=O)COC(=O)Cc2n[nH]c(=O)c3ccccc23)c(OC)c1,-1%,-1%,5%,2.6%,-8%
CC1(C)Cc2nc(Cl)c(C(=O)O)cc2CO1,-6%,/,-2%,1.0%,-12%
Cc1cccc([N+](=O)[O-])c1,-4%,-13%,/,0.7%,/
COc1ccccc1-n1c(SCC(=O)NC2CCCCC2)nc2c(c1=O)SCC2,26%,4%,1%,9.1%,-4%
Cc1cc2c(c(=O)n1CCN(C)C)C(c1ccncc1)C(C#N)=C(N)O2 (configuration not stated),-1%,13%,-3%,1.8%,-5%
O=C(Nc1cccc(NC(=O)c2cc([N+](=O)[O-])ccc2Cl)n1)c1cc([N+](=O)[O-])ccc1Cl,55%,6%,10%,13%,7%
CCN(C(=O)CSc1nnc(C2CC2)n1-c1ccccc1)C1CCS(=O)(=O)C1 (configuration not stated),-2%,-3%,-5%,0.9%,/
CCCCC(=O)NS(=O)(=O)c1ccc(NS(C)(=O)=O)cc1,3%,2%,-5%,0.2%,-2%
CC(=O)c1c(C(C)=O)c(C)n(-c2nc(-c3ccc(C)c(C)c3)c(C)s2)c1C,6%,-5%,10%,6.6%,-8%
Cc1noc(C)c1S(=O)(=O)NCc1ccc(CN(C)C)cc1,/,2%,4%,i,/
O=C(C1CC1)N1CCN(c2ccc([N+](=O)[O-])cc2)CC1,10%,/,9%,11%,8%
c1ccc(CN2CCC(Nc3nc(-c4cccs4)nc4ccccc34)CC2)cc1,?,11%,?,i,22µM*
CCn1c(SCC(=O)c2cc(C)n(C)c2C)nnc1-c1ccccc1,7%,-7%,2%,3.6%,11%
CCC(CC)NC(=O)Nc1ccccc1C,6%,9%,-5%,i,3%
O=C1CC(Nc2ccc(N3CCOCC3)cc2)C(=O)N1c1cccc(C(F)(F)F)c1 (configuration not stated),/,>100µM*,0%,0.2%,-9%
COC(=O)c1[nH]c2ccc(F)cc2c1NC(=O)Nc1ccc(OC)cc1,4%,-4%,4%,1.0%,12%
